SKKanGAS inh = SKKanGAS growth inhibition. inhibition, % at 7.5 µM. AID 1662. 1.3% of 300,000 active. S. pyogenes SKKanGAS, kanamycin growth, BacTiter-Glo, 6 h;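 active means mean replicate score, as percent of positive control median, at least 50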;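 further: strain carries kanamycin resistance gene driven by streptokinase promoter and grows in 40 µg/ml kanamycin; loss of luminescence reflects streptokinase promoter inhibition or plain growth inhibition; 0% = median of DMSO wells and 100% = positive control at its reference dose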
HDAC3 inh = human HDAC3 inhibition; inhibition, % at 8.3 µM; recombinant HDAC3, fluorogenic peptide/trypsin coupled, fluorescence; 0.15% of 320,000 active; O15379; in the data active means inhibition above about 26%, passing the limit was not always enough
MrgX1 allo act = human MrgX1 positive allosteric modulation, primary screen | Q96LB2 | AID 588675 | B-score at 10 µM | 0.63% of 310,000 active | MrgX1-HEK293, Fluo-4 calcium flux, FDSS; active compounds read high;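 active means plate-corrected calcium response at least 3 library SD above typical, normal starting fluorescence, not activating the receptor alone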;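 further: compound read alongside a low EC10 to EC30 dose of BAM8-22 agonist; peak minus trough fluorescence over baseline measured at the second addition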
MrgX1 antag = blocks BAM8-22 activation of human MrgX1 receptor | Q96LB2 | 1.3% of 310,000 active | MRGX1-HEK293 calcium flux, Fluo-4, BAM8-22 antagonism; active compounds read low | B-score at 10 µM;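 active means calcium-response B-score plate-corrected more than 3 library SD below zero, starting fluorescence within 5 deviations, no agonist response on first addition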;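 further: peak minus trough fluorescence over baseline after final BAM8-22 challenge near maximal dose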
TRPC6 inhibitor = mouse TRPC6 channel inhibition | HEK293-TRPC6, membrane potential dye, ACh-evoked depolarization; active compounds read low | Q61143 | B-score at 10 µM | 1.1% of 310,000 active;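 active means B-score under library mean minus 3 SD, initial fluorescence not abnormally high, positive integrated signal ratio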;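 further: B-score derived from integrated fluorescence ratio over the kinetic read; more negative B-score means stronger inhibition of depolarization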
Target sequence (Q61143 whole entry, looked up): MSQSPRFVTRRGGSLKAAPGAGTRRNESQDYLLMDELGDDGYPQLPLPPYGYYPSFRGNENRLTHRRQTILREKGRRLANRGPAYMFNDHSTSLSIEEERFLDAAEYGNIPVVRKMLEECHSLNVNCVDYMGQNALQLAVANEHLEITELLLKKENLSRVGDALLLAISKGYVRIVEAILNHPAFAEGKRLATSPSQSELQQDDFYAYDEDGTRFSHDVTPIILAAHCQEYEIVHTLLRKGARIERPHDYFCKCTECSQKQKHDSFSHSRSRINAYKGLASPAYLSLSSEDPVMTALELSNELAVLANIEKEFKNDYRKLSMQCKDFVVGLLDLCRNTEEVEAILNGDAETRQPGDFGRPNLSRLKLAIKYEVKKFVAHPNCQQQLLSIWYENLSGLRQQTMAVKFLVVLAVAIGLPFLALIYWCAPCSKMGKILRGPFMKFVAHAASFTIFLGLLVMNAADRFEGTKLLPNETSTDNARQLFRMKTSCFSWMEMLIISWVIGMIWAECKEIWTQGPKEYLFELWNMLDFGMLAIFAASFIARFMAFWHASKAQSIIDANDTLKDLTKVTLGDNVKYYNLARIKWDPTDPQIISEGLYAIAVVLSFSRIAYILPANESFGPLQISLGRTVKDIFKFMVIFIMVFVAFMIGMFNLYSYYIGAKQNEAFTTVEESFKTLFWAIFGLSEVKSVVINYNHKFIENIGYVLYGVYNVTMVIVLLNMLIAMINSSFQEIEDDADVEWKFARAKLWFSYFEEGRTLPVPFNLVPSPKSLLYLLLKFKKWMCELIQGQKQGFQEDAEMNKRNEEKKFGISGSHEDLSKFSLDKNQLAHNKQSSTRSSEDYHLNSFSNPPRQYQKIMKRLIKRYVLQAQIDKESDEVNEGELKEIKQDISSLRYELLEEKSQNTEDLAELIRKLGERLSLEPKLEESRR
ANO1 activ = mouse TMEM16A channel activation, primary screen. HEK293 TMEM16A/YFP-H148Q/I152L, iodide quench fluorescence; active compounds read low. B-score at 10 µM. 0.3% of 340,000 active;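 active means fluorescence-ratio B-score plate-corrected deviation score at least 3 library SD below zero, with starting fluorescence score within 5 deviations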;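 further: channel opened by trigger with iodide after compound preincubation; score built on the fluorescence ratio of max minus min over baseline; more negative score means more quench and so TMEM16A activation or potentiation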
TRPC6 activator = activates the mouse TRPC6 cation channel | Q61143 | HEK293-TRPC6 membrane potential dye fluorescence; active compounds read high | B-score at 10 µM | 0.13% of 310,000 active | AID 2550;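 active means B-score of the integrated fluorescence ratio above library mean plus 3 SD, and starting fluorescence ratio within library mean plus 5 SD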;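 further: higher score means more depolarization so channel activation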
MrgX1 ag = human MrgX1 receptor agonism, primary screen; Q96LB2; MrgX1-HEK293 cells, Fluo-4 calcium fluorescence, agonist mode; active compounds read high; B-score at 10 µM; 0.44% of 310,000 active; AID 588627;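 active means calcium response B-score plate-corrected fluorescence ratio at least 3 library SD, with starting fluorescence B-score inside 5 SD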
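Material: MrgX1-expressing HEK293 cells; input: 15,000 cells per well; doses: test compound given as first of three sequential additions; schedule: overnight plating before 1 h dye loading; technique: Fluo-4 NW calcium-flux fluorescence, kinetic read; evaluation: baseline-normalised fluorescence change ratio, B-scored; control set: plate-wise positive and negative controls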
ANO1 block = blocks the mouse calcium-activated chloride channel TMEM16A; 1.2% of 310,000 active; Q8BHY3; normalized B-score (activity score, 25-100; higher = stronger inhibition) at 10 µM; HEK293 TMEM16A/YFP iodide influx fluorescence, ionomycin; AID 588511;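 active means ratio plate-corrected score three or more library SD toward inhibition, starting fluorescence score within five deviations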;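 further: score derived from kinetic fluorescence span divided by baseline fluorescence per well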
RGS4 pot = RGS4 potentiation or activation. HEK293 M3R/inducible RGS4, carbachol calcium flux Fluo4; active compounds read low. B-score at 10 µM. 0.92% of 310,000 active;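 active means B-score of the integrated calcium signal more than 4 SD below the library mean, with starting fluorescence not abnormally high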;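 further: negative B-score means reduced calcium response which marks RGS4 activation or potentiation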
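test system = HEK293 cells with stable M3R and inducible RGS4 | schedule = recording 10 s baseline at 1 Hz, 100 s post-agonist | technique = Fluo4-AM (2 µM) calcium-flux fluorescence, kinetic read | measure = Agonist-evoked peak-minus-minimum fluorescence over baseline, integrated ratio, B score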
RGS4 inh = inhibitors of human RGS4; P49798; HEK293 M3R/RGS4 inducible, Fluo-4 calcium flux; active compounds read high; triggered by carbachol at its EC20; B-score at 10 µM; 0.45% of 310,000 active; AID 463165;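 active means B-score, a plate-corrected calcium signal, over three deviations above library mean, with baseline fluorescence within five deviations of library mean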;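 further: RGS4 expression induced by doxycycline in cells with stable M3 receptor; B-score is computed from the integrated fluorescence ratio over baseline after carbachol; higher B-score means a larger calcium signal and so more RGS4 inhibition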
Target sequence (P49798 whole entry, looked up): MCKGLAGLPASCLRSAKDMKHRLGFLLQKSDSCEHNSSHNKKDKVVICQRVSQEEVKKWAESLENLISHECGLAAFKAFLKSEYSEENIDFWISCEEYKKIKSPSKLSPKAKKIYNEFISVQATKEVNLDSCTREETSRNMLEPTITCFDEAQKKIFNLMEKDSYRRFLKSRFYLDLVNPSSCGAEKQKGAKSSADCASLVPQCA
* marks the source's active call; other numbers are inactive results; i = inactive; x = no result given.

SMILES	SKKanGAS inh	HDAC3 inh	MrgX1 allo act	MrgX1 antag	TRPC6 inhibitor	ANO1 activ	TRPC6 activator	MrgX1 ag	ANO1 block	RGS4 pot	RGS4 inh
O=C(COC(=O)c1ccc[nH]c1=O)NC1CCCc2ccccc21 (stereo not drawn)	0	-36	i	i	i	i	i	i	i	i	i
COc1ccc(NC(=O)c2ccc(OC)cc2)cc1	5	x	i	i	i	i	i	i	i	i	i
O=C(NCC1CCCN1S(=O)(=O)c1cccs1)c1ccccc1F (stereo not drawn)	3	8	i	i	i	i	i	i	i	i	i
O=[N+]([O-])c1ccccc1N/N=C1\CCc2ccccc21	2	2	i	i	i	i	i	i	i	i	i
Cc1ccc(C(=O)N/N=C\c2ccc([N+](=O)[O-])o2)cn1	6	3	i	i	i	i	i	i	i	i	i
COC(=O)[C@@]1(Cc2ccc(OC)cc2)[C@H]2c3cc(C(=O)N(C)C)n(CCSCCO)c3C[C@H]2CN1C(=O)c1ccccc1	x	-1	i	i	x	i	x	i	i	x	x
CCN(CC)C(=O)CN1C(=O)C2(NC(=O)c3ccccc3N2)c2ccccc21 (stereo not drawn)	1	-7	i	i	i	i	i	i	i	i	i
Brc1ccc(CSc2ccc3nnc(-c4ccccn4)n3n2)cc1	1	-10	i	i	i	i	i	i	i	i	i
CN(C(=O)c1cccc(C#N)c1)c1nnc(-c2cnccn2)s1	-6	11	i	i	i	x	i	i	i	i	i
O=C1c2cccnc2Nc2ccccc2N1CCCF	2	8	i	i	i	i	i	i	i	i	i
Cc1cc(C)c(C)c(C(=O)COC(=O)CNC(=O)CNC(=O)c2ccco2)c1C	-1	-2	i	i	i	i	i	i	i	i	i
O=C(/C=C/Nc1ccccc1Oc1ccccc1)c1ccco1	1	6	i	i	i	i	i	i	i	i	i
CNC(=S)NN(C)c1nc(C)cc(C)n1	0	4	i	i	i	i	i	i	i	i	i
C/C=C/C=C/C(=O)N1CC2(CC(c3cccc(NC(=O)/C=C/C)c3)=NO2)C[C@@H]1C(N)=O (stereo partly drawn)	0	4	i	i	i	i	i	i	i	i	i
O=C(CNC(=O)c1ccccc1F)N/N=C/c1ccc2c(c1)OCO2	-2	-2	i	i	i	i	i	i	i	i	i
Cn1c(SCC(=O)NCc2cccs2)nnc1-c1cccs1	-3	4	i	i	i	i	i	i	i	i	i
C/C(=N\NS(=O)(=O)c1ccccc1)c1ccccc1	-6	3	i	i	i	i	i	i	i	i	i
Cc1ccc(NC(=O)c2ccc3nsnc3c2)c(C)c1	-2	-6	i	i	i	i	i	i	i	i	i
O=C(Nc1ccccc1OC(F)(F)F)c1ccc([N+](=O)[O-])cc1	-7	3	i	i	i	i	i	i	i	i	i
CCc1ccc(CNCc2ccc(OCC(O)CN(C)Cc3ccccc3)cc2)nc1 (stereo not drawn)	-9	8	i	i	i	i	i	i	i	i	i
COc1ccc(NC(=O)c2cc(C)on2)cc1	-2	-2	i	i	i	i	i	i	i	i	i
COc1ccc(-c2csc(N(CC3CCCO3)C(=O)c3cccs3)n2)cc1 (stereo not drawn)	-25	2	i	i	i	i	i	i	i	i	i
O=C(CN1CCC(n2nnc3cc(C(F)(F)F)ccc32)CC1)NCc1cccs1	-2	-8	i	i	i	i	i	i	i	i	i
COc1ccccc1-c1cc(-c2ccccc2)nc(=O)[nH]1	-7	-1	i	i	i	i	i	i	i	i	i
S=c1[nH]nc(-c2ccc(Cl)cc2)n1-c1cccnc1	5	5	i	i	i	i	i	i	i	i	i
COc1ccc(C2CC(c3ccccc3)=NN2C(=O)COC(=O)c2cccnc2)cc1 (stereo not drawn)	3	-2	i	i	i	i	i	i	i	i	i
O=c1ccn(Cc2ccccc2Cl)cc1	-2	-8	i	i	i	i	i	i	i	i	i
O=c1[nH]c(NCCO)nc2c1C1(CCCC1)Cc1ccccc1-2	-14	-40	i	i	i	i	i	i	i	i	8.4*
Cc1ccc(-n2c(=O)c3sccc3n(Cc3cc(=O)n4cc(Cl)ccc4n3)c2=O)cc1F	-2	-3	i	i	i	i	i	i	i	i	i
O=C(Nc1cccc(C(=O)N2CCOCC2)c1)c1ccc([N+](=O)[O-])cc1	7	-5	i	i	i	i	i	i	i	i	i

Single values from the list.
COc1ccc(-c2csc(N(CC3CCCO3)C(=O)c3cccs3)n2)cc1 (stereo not drawn) in SKKanGAS inh is listed with -25
Cc1ccc(NC(=O)c2ccc3nsnc3c2)c(C)c1 in SKKanGAS inh is listed with -2
COc1ccccc1-c1cc(-c2ccccc2)nc(=O)[nH]1 in HDAC3 inh is listed with -1

Next section:
SMILES	SKKanGAS inh	HDAC3 inh	MrgX1 allo act	MrgX1 antag	TRPC6 inhibitor	ANO1 activ	TRPC6 activator	MrgX1 ag	ANO1 block	RGS4 pot	RGS4 inh
CNC(=O)CSc1nnc(-c2cccc(S(=O)(=O)N3CCOCC3)c2)n1-c1ccc(F)cc1	4	-10	i	i	i	i	i	i	i	i	i
S=c1nc(-c2sccc2OCc2ccc(Cl)cc2Cl)[nH][nH]1	-5	13	i	i	i	i	i	i	i	i	i
CCc1cccc(NC(=O)c2cc(OC)c(OC)c(OC)c2)c1	-7	-4	i	i	i	i	i	i	i	i	i
CN=c1scc(C)n1/N=C/c1ccc(O)cc1O	-5	12	i	i	i	i	i	i	i	i	i
CNC(=O)c1c(NC(=O)C(C)C)sc2c1CCC2	7	2	i	i	i	i	i	i	i	i	i
Cc1cc(C)c(NC(=O)COC(=O)c2ccc([N+](=O)[O-])s2)c(C)c1	8	4	i	i	i	i	i	i	i	i	i
COC(=O)C(C)Nc1cccc(Br)c1 (stereo not drawn)	-6	-6	i	i	i	i	i	i	i	i	i
O=C(COc1cccc2c1CCN(Cc1ccc(Br)cc1)C2=O)NCc1ccco1	10	6	i	i	i	i	i	i	i	i	i
CCc1c(C(=O)N/N=C/c2ccc(C)o2)csc1C	3	8	i	i	i	i	i	i	i	i	i
Cc1cc(Oc2ccc(-c3nnc(-c4ccccc4)o3)cc2[N+](=O)[O-])ccc1Cl	-4	-2	i	i	i	i	i	i	i	i	i
O=C(NNC(=O)C12CC3CC(CC(C3)C1)C2)c1ccccc1[N+](=O)[O-]	0	-11	i	i	i	i	i	i	i	i	i
CCNC(=S)/N=C(\N)Nc1nc(C)c2cc(C)ccc2n1	30	x	i	i	i	i	i	i	i	i	i
COc1cccc(N=C2SC(C(=O)Nc3ccc(F)cc3)CC(=O)N2C)c1 (stereo not drawn)	-3	3	i	i	i	i	i	i	i	i	i
Cc1onc(-c2ccccc2)c1NC(=O)N(CCC#N)Cc1cccs1	-18	-4	i	i	i	i	i	i	i	i	i
Cc1c(C(=O)NC(Cc2ccccc2)c2nc3ccccc3[nH]2)cccc1[N+](=O)[O-] (stereo not drawn)	4	5	i	i	i	i	i	i	i	i	i
COc1ccc(CCN=C(N)NS(=O)(=O)c2ccc(OC)c(OC)c2)cc1OC	35	-4	i	i	i	i	i	i	i	i	i
COc1ccc2[nH]c3c(=O)n(CCCCC(=O)NCCN4CCCC4)c(=S)[nH]c3c2c1	2	30*	i	i	i	i	i	i	i	i	i
CC1(C)CN(c2ccc(Br)cc2Br)C1=O	4	5	i	i	i	i	i	i	i	i	i
O=C(COC(=O)C1CCC1)c1c[nH]c2ccccc12	-6	1	i	i	i	i	i	i	i	i	i
CCOC(=O)N1CCN(c2nnc(-c3ccc(C)cc3)c3ccccc23)CC1	11	-4	i	i	i	i	i	i	i	i	i
Cc1ccc(NC(=S)Nc2cccc3ccccc23)cc1	37	-3	i	i	i	i	i	i	i	i	i
CN(C)CCNc1ncnc2c1cnn2-c1ccc(Cl)cc1	-1	-4	i	i	-5.2*	i	i	i	i	i	i
C=CCn1c(=O)c2ccccc2n2c(SCC(=O)/C(C#N)=C(\C)N)nnc12	-14	-3	i	i	i	i	i	i	i	i	i
Cc1ccc(OCc2cc(C(=O)NC3CCCCC3)no2)cn1	-7	x	i	i	i	i	i	i	i	i	i
COCc1nc(-c2cc(OC)c(OC)c(OC)c2)no1	2	6	i	i	i	i	i	i	i	i	i
N=c1n(CCc2ccccc2)c2ccccc2n1Cc1ccccc1F	0	9	i	i	-5.3*	i	i	i	i	i	i
COc1ccc(NC(=O)c2ccc(S(=O)(=O)N3CCOCC3)o2)cc1	-8	10	i	i	i	i	i	i	i	i	i
Cc1ccc(NCc2nnc(SCC(=O)c3ccccc3)o2)c(C)c1	2	10	i	i	i	i	i	i	i	i	i
O=C(NCCN1CCOCC1)c1cc(Cl)ccc1Cl	-6	-2	i	i	i	i	i	i	i	i	i
CCOc1cc(-c2noc(CCC(=O)NCC3CCCO3)n2)ccc1OC (stereo not drawn)	-5	-7	i	i	i	i	i	i	i	i	i
CC(=O)OC(C(=O)N1CCOCC1)c1c(F)cccc1F (stereo not drawn)	-2	1	i	i	i	i	i	i	i	i	i
COc1ccc(OC)c(NS(=O)(=O)c2ccc3c(c2)C(C)(C)C(=O)N3C)c1	-7	0	i	i	i	i	i	i	i	i	i
O=C(CCC(=O)N1CCCC1)Nc1nnc(C(F)(F)F)s1	11	1	i	i	i	i	i	i	i	i	i
O=C(C[n+]1ccccc1)N/N=C/c1ccccc1[N+](=O)[O-]	12	1	i	i	i	i	i	i	i	i	i
Cc1ccccc1CSc1ncnc2ccccc12	-2	4	i	i	i	i	i	i	i	i	i
CC(=O)NC(Cc1c[nH]c2ccccc12)C(=O)NCc1ccc2c(c1)OCO2 (stereo not drawn)	9	-7	i	i	i	i	i	i	i	i	i
CC1(C)CC(=O)c2cnc(NC(=O)CSC(=S)N3CCCCC3)nc2C1	-4	-8	i	i	i	i	i	i	i	i	i
O=C(O)CC(NC(=O)c1cccc(F)c1)c1ccc(OC2CCCC2)cc1 (stereo not drawn)	-5	1	i	i	i	i	i	i	i	i	i

A different layout for two compounds above:
SMILES,SKKanGAS inh,HDAC3 inh,MrgX1 allo act,MrgX1 antag,TRPC6 inhibitor,ANO1 activ,TRPC6 activator,MrgX1 ag,ANO1 block,RGS4 pot,RGS4 inh
Cc1ccc(C(=O)N/N=C\c2ccc([N+](=O)[O-])o2)cn1,6,3,i,i,i,i,i,i,i,i,i
CCN(CC)C(=O)CN1C(=O)C2(NC(=O)c3ccccc3N2)c2ccccc21 (stereo not drawn),1,-7,i,i,i,i,i,i,i,i,i

Bioassay records: PubChem, several laboratories
